Bioassay records as filed in PubChem.
MPTP block: mitochondrial permeability transition pore inhibitors, primary screen, biochemical, isolated mouse mitochondria, absorbance. AID 602449, 2012. inhibition, % at 10 µM. 360,000 compounds, 1.4% hits. Ca2+ swelling absorbance, 30 min;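 active means inhibition of 50% or more, scaled per plate between neutral and stimulator controls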;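 further: 0% = DMSO wells given calcium and 100% = 1 mM EGTA wells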
NR3A LBD binder: binders of NR3A ligand-binding domain, primary screen, biophysical, differential scanning fluorimetry, uHTS; 340,000 compounds, 2.5% hits; NR3A LBD differential scanning fluorimetry, Tm shift; 0% = protein alone, 100% = glycine-bound protein; AID 1259313, 2017; Tm shift relative to glycine control, % at 25 µM;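 active means melting temperature shift of at least 10% of the positive control shift, at one fixed dose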
CCR6 antag: CCR6 receptor antagonists, primary screen, cell-based, CHO-K1, luminescence, beta-arrestin, uHTS; C-C chemokine receptor type 6 (Homo sapiens), P51684; CHO-K1 CCR6 PathHunter beta-arrestin, CCL20-stimulated; inhibition, % at 20 µM; 340,000 compounds, 0.49% hits;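 active means compounds whose inhibition of the agonist-driven luminescence signal at 20 µM reaches about 50%, limit read from the data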;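 further: cells stimulated with CCL20 at 14 nM final; plate controls were DMSO with CCL20 for no effect and DMSO without agonist for full effect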
Target sequence (P51684 whole entry, looked up): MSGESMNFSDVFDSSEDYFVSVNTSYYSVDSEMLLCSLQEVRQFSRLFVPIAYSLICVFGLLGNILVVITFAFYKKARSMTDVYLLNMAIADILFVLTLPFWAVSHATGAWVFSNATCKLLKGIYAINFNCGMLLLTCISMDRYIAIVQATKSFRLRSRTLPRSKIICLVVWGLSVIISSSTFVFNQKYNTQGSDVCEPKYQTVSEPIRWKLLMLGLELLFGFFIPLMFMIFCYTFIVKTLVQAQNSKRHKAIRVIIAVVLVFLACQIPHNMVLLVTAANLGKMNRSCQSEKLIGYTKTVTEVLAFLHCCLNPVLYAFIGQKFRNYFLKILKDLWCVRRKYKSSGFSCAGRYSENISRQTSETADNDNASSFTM
Gli-Sufu block: Gli-Sufu pathway antagonists, primary screen, luciferase luminescence, Sufu-KO-LIGHT cells, uHTS; Sufu-KO-LIGHT fibroblasts, Gli luciferase reporter luminescence; inhibition, % at 5 µM; 340,000 compounds, 0.74% hits;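 active means inhibition above about 55%, limit read from the data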;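 further: 0% = DMSO-treated cells and 100% = wells with medium but no cells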
CXCR6 inh: CXCR6 receptor inhibitors, primary screen, cell-based, beta-arrestin, luminescence, CHO-K1 PathHunter, 1536-well | 360,000 compounds, 0.36% hits | inhibition, % at 20 µM | C-X-C chemokine receptor type 6 (Homo sapiens), O00574 | AID 602244, 2012; in the data active means inhibition above about 34%, passing the limit was not always enough;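 further: antagonist mode with CXCL16 agonist at 10 nM final; 0% = 10 nM CXCL16 with DMSO and 100% = unstimulated wells without agonist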
Target sequence (O00574 whole entry, looked up): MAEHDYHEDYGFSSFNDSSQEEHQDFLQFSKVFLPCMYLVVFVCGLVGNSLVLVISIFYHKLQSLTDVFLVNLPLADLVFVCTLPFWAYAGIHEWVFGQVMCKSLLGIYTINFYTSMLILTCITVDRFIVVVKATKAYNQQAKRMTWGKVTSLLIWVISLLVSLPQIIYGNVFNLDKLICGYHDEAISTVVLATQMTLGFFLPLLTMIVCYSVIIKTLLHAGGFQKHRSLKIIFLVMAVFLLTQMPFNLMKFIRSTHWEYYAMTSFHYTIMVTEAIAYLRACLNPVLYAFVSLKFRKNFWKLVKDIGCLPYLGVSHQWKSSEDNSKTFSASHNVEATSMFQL
A3G deaminase: APOBEC3G DNA deaminase inhibitors, primary screen, biochemical, fluorescence, single-stranded DNA substrate, uHTS | DNA dC->dU-editing enzyme APOBEC-3G (Homo sapiens), Q9HC16 | recombinant A3G, ssDNA deamination FAM/TAMRA fluorescence | inhibition, % at 20 µM | 330,000 compounds, 0.28% hits | AID 493012, 2011;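 active means inhibition of at least 40% at 20 µM, with no more than 30% in the related APOBEC3A deaminase screen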;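 further: plate controls were DMSO wells with A3G for no effect and wells lacking A3G enzyme for full effect; some compounds called inactive have numbers as strong as hits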
EBI2 antag: EBI2 receptor antagonists, beta-arrestin recruitment, primary screen, cell-based, luminescence, 7a,25-OHC stimulation, uHTS; G-protein coupled receptor 183 (Homo sapiens), P32249; 7a,25-OHC stimulated; inhibition, % at 5 µM; 360,000 compounds, 0.81% hits; AID 651636, 2012; in the data active means inhibition above about 38%;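 further: enzyme fragment complementation signal reports receptor beta-arrestin coupling in cells; 0% = agonist plus DMSO wells and 100% = wells without agonist; some results beyond the cut were filed as inactive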
Target sequence (P32249 whole entry, looked up, the tested form may be a part): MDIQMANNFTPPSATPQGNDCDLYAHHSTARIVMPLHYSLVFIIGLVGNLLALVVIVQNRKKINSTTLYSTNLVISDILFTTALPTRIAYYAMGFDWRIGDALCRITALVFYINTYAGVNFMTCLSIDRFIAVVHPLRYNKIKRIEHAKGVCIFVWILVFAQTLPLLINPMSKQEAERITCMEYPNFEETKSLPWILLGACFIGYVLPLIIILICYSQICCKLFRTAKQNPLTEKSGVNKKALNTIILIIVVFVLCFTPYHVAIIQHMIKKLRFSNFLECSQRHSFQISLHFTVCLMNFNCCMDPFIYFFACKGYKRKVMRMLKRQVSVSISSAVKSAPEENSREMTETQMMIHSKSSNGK
APOBEC3A inh: APOBEC3A ssDNA deaminase inhibitors, primary screen, selectivity assay for APOBEC3G inhibitor project, biochemical, FAM/TAMRA oligo cleavage fluorescence. DNA dC->dU-editing enzyme APOBEC-3A (Homo sapiens), P31941. recombinant A3A, FAM/TAMRA ssDNA deamination fluorescence. inhibition, % at 20 µM. 330,000 compounds, 0.41% hits;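 active means at least 40% inhibition at 20 µM here, with at most 30% in a related deaminase screen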;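 further: plate controls were A3A with DMSO for no effect and wells lacking A3A enzyme for full effect; some results filed as inactive read as strong as hits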
* = called active by the depositor; . = no result given.

1	CC(C)c1ccc(S(=O)(=O)N2CCN(C(C)C(=O)N3CCCC3)CC2)cc1 (stereo not given)
2	Cn1c(CNC(=O)c2ccco2)nnc1SCC(=O)Nc1cccc(Br)c1
3	COc1ccc(-n2c(C)nc3cc(C(=O)NCCN4CCOCC4)ccc32)cc1
4	CCOC(=O)Cc1nnc(NCc2ccccc2)c2ccccc12
5	COC(=O)c1sccc1NC(=S)N1CCN(c2ccccc2F)CC1

Screen / compound no. | 1 | 2 | 3 | 4 | 5
MPTP block | -0.6 | -0.1 | -0.8 | 0.7 | 23
NR3A LBD binder | 0 | 2 | 2 | 1 | 1
CCR6 antag | 14 | 0 | -5 | 9 | 23
Gli-Sufu block | 7 | -8 | 1 | 4 | 2
CXCR6 inh | -3 | -2 | 4 | 4 | -7
A3G deaminase | -9 | -2 | -4 | 0 | 0
EBI2 antag | -13 | -6 | 19 | 6 | -9
APOBEC3A inh | -4 | 19 | 1 | 1 | -3

6	O=Cc1cc(N=Nc2ccccc2Cl)ccc1O
7	CCOC(=O)c1sc(-c2ccc(OC)cc2)cc1NC(C)=O
8	Oc1ccc(C[C@@H]2CNCCN2CCc2cccc(F)c2)cc1
9	O=C1c2ccc([N+](=O)[O-])cc2C(=O)N1c1ccc(Cl)cn1
10	CC(=O)Nc1ccc(S(=O)(=O)Nc2cccc(NC(=O)c3ccco3)c2)cc1

Screen / compound no. | 6 | 7 | 8 | 9 | 10
MPTP block | 48 | 2.2 | 0.1 | 1.1 | -0.9
NR3A LBD binder | -4 | -9 | 0 | -1 | -3
CCR6 antag | 30 | 7 | -2 | -11 | -4
Gli-Sufu block | -37 | -63 | 3 | -13 | -6
CXCR6 inh | 32 | 0 | -8 | 7 | 1
A3G deaminase | -16 | . | -7 | 3 | -7
EBI2 antag | -1 | 9 | 0 | -1 | -4
APOBEC3A inh | 3 | . | -2 | -2 | -3

11	CC(OC(=O)C1=COCCO1)C(=O)NC(C)c1ccc(Cl)cc1Cl (stereo not given)
12	N#C/C(=C\c1ccccc1)C(=O)Nc1nncs1
13	Cc1cccc(-c2n[nH]c([N+](=O)[O-])n2)c1
14	Cc1ccc(C(=O)Nc2cccnc2Cl)cc1Cl
15	CCOCCOC(=O)NCCCCCCNC(=O)OCCOCC

Screen / compound no. | 11 | 12 | 13 | 14 | 15
MPTP block | -0.1 | -0.5 | 0.7 | -0.2 | 2.2
NR3A LBD binder | 0 | -1 | -1 | 1 | 9
CCR6 antag | 11 | 12 | 8 | 10 | 5
Gli-Sufu block | -14 | 0 | -3 | 11 | 8
CXCR6 inh | 1 | 1 | -4 | 9 | 7
A3G deaminase | -13 | -5 | -5 | -4 | -2
EBI2 antag | -14 | -3 | 3 | 2 | -2
APOBEC3A inh | -3 | -1 | -4 | -5 | 0

16	CN(CC(O)Cn1cnc2c1c(=O)n(C)c(=O)n2C)c1ccccc1 (stereo not given)
17	Cc1[nH]ncc1N=Cc1ccc([N+](=O)[O-])cc1
18	CC1CC(C)CN(S(=O)(=O)c2ccc(C(=O)Nc3sccc3C(N)=O)cc2)C1 (stereo not given)
19	O=C(COc1ccccc1)NC1CCN(Cc2ccccc2)CC1
20	COC(=O)C1=C(C)N(C)C(=O)NC1c1ccsc1 (stereo not given)

Screen / compound no. | 16 | 17 | 18 | 19 | 20
MPTP block | -4.0 | -2.0 | 2.2 | -0.4 | -1.8
NR3A LBD binder | 1 | 1 | -2 | 0 | 0
CCR6 antag | 2 | -6 | 7 | 5 | -10
Gli-Sufu block | 3 | 2 | 8 | -3 | 5
CXCR6 inh | -6 | -19 | 3 | -12 | -8
A3G deaminase | -4 | -3 | -3 | -4 | 1
EBI2 antag | -2 | -4 | 4 | -4 | 0
APOBEC3A inh | 0 | 0 | 1 | 0 | 0

21	Cc1cc(C)c2c(N)c(C(=O)NC3CCCC3)sc2n1
22	COc1ccc(Cn2c(-c3ccc(Cl)cc3)c[n+]3ccccc23)cc1
23	COc1ccc(S(=O)(=O)N2CCCC(C(=O)Nc3ccc4c(c3)OCCO4)C2)cc1 (stereo not given)
24	C=CCN=C(NC#N)SCCc1ccccc1
25	COc1ccc(CCNC(=O)C(=O)N2CCCC2)cc1OC

Screen / compound no. | 21 | 22 | 23 | 24 | 25
MPTP block | 2.1 | 4.8 | -1.0 | 0.9 | -1.9
NR3A LBD binder | -3 | -1 | -4 | 2 | 0
CCR6 antag | 8 | 16 | -8 | 0 | 7
Gli-Sufu block | -12 | 67* | 3 | -8 | -5
CXCR6 inh | -8 | 2 | -5 | -5 | -2
A3G deaminase | 3 | -4 | -4 | -5 | -13
EBI2 antag | 2 | 3 | 3 | -19 | 0
APOBEC3A inh | 0 | -8 | -4 | 3 | 4

26	O=S(=O)(c1ccc(Cl)cc1)N1CCN(C(=S)NCC2CCCO2)CC1 (stereo not given)
27	O=C(CN1CCCCCC1)NCCN1C(=O)S/C(=C\c2ccccc2Cl)C1=O
28	Cc1ccc(NC(=O)NN(C)c2c(Cl)c(Cl)nn2C)cc1
29	CCN(CC)S(=O)(=O)c1ccc(N2CCN(CCO)CC2)nc1
30	O=c1c2ccccc2c(-c2ccccc2)nn1-c1ccc(Cl)c(Cl)c1

Screen / compound no. | 26 | 27 | 28 | 29 | 30
MPTP block | 0.4 | -0.4 | 2.0 | -1.8 | 2.5
NR3A LBD binder | 11* | -2 | -1 | -1 | -9
CCR6 antag | 10 | 8 | 7 | 3 | 15
Gli-Sufu block | 9 | 12 | -9 | -4 | 3
CXCR6 inh | -9 | 4 | -1 | 6 | 9
A3G deaminase | -7 | -7 | -3 | -7 | .
EBI2 antag | -4 | 6 | 10 | -1 | 24
APOBEC3A inh | -5 | 4 | 2 | -5 | .

31	CCOc1nc(Nc2ccc(F)cc2)nc(N2CCN(c3ccc(OC)cc3)CC2)n1
32	COCCNC(=O)/C(C#N)=C/c1c(N2CCCCCC2)nc2ccccn2c1=O
33	CCOC(=O)N1CCN(C(=O)c2ccc3c(=O)n(Cc4ccc(Cl)cc4)c(=S)[nH]c3c2)CC1
34	C=CCSc1nnc2c(n1)OC(C)=Nc1ccc(Br)cc1-2
35	Cc1ccnc(SCc2cc(=O)c(OC(=O)c3ccccc3)co2)n1

Screen / compound no. | 31 | 32 | 33 | 34 | 35
MPTP block | -1.5 | 1.9 | 1.6 | 0.8 | 0.4
NR3A LBD binder | 0 | -5 | -1 | 0 | -1
CCR6 antag | 1 | 3 | 11 | -9 | -4
Gli-Sufu block | -2 | . | 31 | 5 | 9
CXCR6 inh | 3 | -6 | 4 | -11 | -1
A3G deaminase | -4 | 5 | -2 | -15 | -9
EBI2 antag | 15 | -1 | 22 | -10 | -7
APOBEC3A inh | 0 | 4 | 6 | 1 | -6

36	Cc1cc(C(=O)CNCc2ccco2)c(C)n1-c1ccc(F)cc1
37	COc1ccc(NC(=O)CSc2nc3sc(C)cc3c(=O)n2C)c(OC)c1
38	CCOc1ccccc1OCCCCCc1c(C)n[nH]c1C
39	O=C(CSc1nnc(COc2ccccc2Cl)o1)Nc1ccccc1
40	O=S(=O)(Cc1ccccc1)NCC1CCCN(Cc2cccc3nonc23)C1 (stereo not given)

Screen / compound no. | 36 | 37 | 38 | 39 | 40
MPTP block | 7.6 | 2.5 | 81* | -1.6 | -4.0
NR3A LBD binder | . | -2 | 4 | -1 | -1
CCR6 antag | 0 | 9 | 5 | 21 | 3
Gli-Sufu block | 22 | 30 | 12 | 5 | 17
CXCR6 inh | 13 | 3 | -8 | 12 | -2
A3G deaminase | 11 | -7 | -12 | -4 | -6
EBI2 antag | -7 | -10 | -10 | 7 | -3
APOBEC3A inh | -2 | 2 | -3 | -3 | -2

An excerpt of these results, in markdown.
| No. | SMILES | MPTP block | NR3A LBD binder | CCR6 antag | Gli-Sufu block | CXCR6 inh | A3G deaminase | EBI2 antag | APOBEC3A inh |
| --- | --- | --- | --- | --- | --- | --- | --- | --- | --- |
| 37 | COc1ccc(NC(=O)CSc2nc3sc(C)cc3c(=O)n2C)c(OC)c1 | 2.5 | -2 | 9 | 30 | 3 | -7 | -10 | 2 |
| 38 | CCOc1ccccc1OCCCCCc1c(C)n[nH]c1C | 81* | 4 | 5 | 12 | -8 | -12 | -10 | -3 |

Additional records
41	COC(=O)CNC(=O)C(Cc1c[nH]c2ccccc12)NC(=O)OC(C)(C)C (stereo not given)
42	CCCS(=O)(=O)n1nc(-c2ccc(C)cc2)cc1N
43	Cc1ccc(C(=O)Nc2ccc3c(c2)ncn3C)cc1
44	O=C(CN1CCN(S(=O)(=O)c2ccccc2)CC1)Nc1ccc2c(c1)CCC2
45	Cc1cccc(N2CCN(C(=O)c3nn(C)c4c3CS(=O)(=O)c3ccccc3-4)CC2C)c1 (stereo not given)

Screen / compound no. | 41 | 42 | 43 | 44 | 45
MPTP block | 0.2 | 1.0 | 4.1 | 1.5 | 2.8
NR3A LBD binder | -3 | 0 | 0 | 0 | 2
CCR6 antag | -5 | -8 | -14 | 0 | 18
Gli-Sufu block | -5 | -5 | -90 | -1 | 6
CXCR6 inh | -9 | 0 | -6 | 2 | 2
A3G deaminase | -1 | -8 | -2 | -3 | -9
EBI2 antag | -6 | -8 | -7 | 22 | 9
APOBEC3A inh | 0 | -1 | -3 | -4 | -5

46	COC(=O)c1ccc(NC(=O)c2cccc(N3C(=O)C4C5C=CC(C6CC56)C4C3=O)c2)cc1 (stereo not given)
47	O=C(c1ccc(C(=O)N2CCCCCC2)cc1)N1CCCCCC1
48	CC(C)(C)OC(=O)C[C@H]1C/C=C\C[C@H](CC(=O)N[C@@H](CO)Cc2ccccc2)C(=O)N[C@H](C(C)(C)C)COC1=O
49	O=S(=O)(c1cccs1)N1CN(Cc2ccc(F)cc2)c2nc3ccccc3nc21
50	CC1(C)C2CCC1(CS(=O)(=O)N1CCCc3ccccc31)C(=O)C2 (stereo not given)
51	CCCn1c(O)c(N=NC(=O)CNC(=O)Cc2ccc(OC)cc2)c2ccccc21
52	Cn1c(CCNC(=O)c2cc(COc3ccc(F)c(F)c3)on2)nc2ccccc21

Screen / compound no. | 46 | 47 | 48 | 49 | 50 | 51 | 52
MPTP block | -0.3 | -1.1 | 1.5 | -3.3 | -0.6 | -1.6 | -2.0
NR3A LBD binder | -8 | 0 | 0 | -3 | 1 | -2 | 0
CCR6 antag | 12 | -17 | 4 | 5 | -8 | 16 | 9
Gli-Sufu block | 24 | 18 | -2 | 4 | -1 | -47 | -9
CXCR6 inh | -2 | 3 | -10 | 11 | 0 | 10 | 7
A3G deaminase | -4 | -8 | -5 | 5 | -4 | -6 | -6
EBI2 antag | -10 | -13 | -8 | 8 | -1 | 5 | 7
APOBEC3A inh | -1 | -2 | -3 | 2 | 2 | -1 | -1

One compound at a time (already shown).
`CCCn1c(O)c(N=NC(=O)CNC(=O)Cc2ccc(OC)cc2)c2ccccc21` across the screens: MPTP block = -1.6; NR3A LBD binder = -2; CCR6 antag = 16; Gli-Sufu block = -47; CXCR6 inh = 10; A3G deaminase = -6; EBI2 antag = 5; APOBEC3A inh = -1
`COC(=O)c1ccc(NC(=O)c2cccc(N3C(=O)C4C5C=CC(C6CC56)C4C3=O)c2)cc1` (stereo not given) across the screens: MPTP block = -0.3; NR3A LBD binder = -8; CCR6 antag = 12; Gli-Sufu block = 24; CXCR6 inh = -2; A3G deaminase = -4; EBI2 antag = -10; APOBEC3A inh = -1
